Screening results: PubChem, National Center for Advancing Translational Sciences (NCATS)
POLI inh: qHTS for Inhibitors of Polymerase Iota; Pol iota fluorescent replication assay, 10 min; Potency, µM (titrated, usually from 115 µM), inactives show at the highest dose activity, negative = inhibition, usual class: inhibitors; 390,000 tested, 1% active; AID 588590, 2011
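Fluorescent replication assay read twice, at 0 min and 10 min after adding 50 nM (final) substrate. Enzyme (10 nM) and compounds were first incubated 15 min at room temperature; enzyme-free buffer wells were negative controls.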
G9a inh: qHTS Assay for Inhibitors of Histone Lysine Methyltransferase G9a. Histone-lysine N-methyltransferase EHMT2 (Homo sapiens), Q96KQ7. 350,000 tested, 8.8% active. AID 504332, 2011. Potency, µM (highest dose often 102 µM), for the others: top-dose activity, negative = inhibition, hits mostly inhibitors. G9a H3K9 monomethylation, AlphaScreen, 2 h; also: % is scaled to controls: 0 for no effect and ±100 for the full control effect; nearly all actives have a fitted effect of over 75% in size
Target sequence (Q96KQ7 913-1193 limits assumed): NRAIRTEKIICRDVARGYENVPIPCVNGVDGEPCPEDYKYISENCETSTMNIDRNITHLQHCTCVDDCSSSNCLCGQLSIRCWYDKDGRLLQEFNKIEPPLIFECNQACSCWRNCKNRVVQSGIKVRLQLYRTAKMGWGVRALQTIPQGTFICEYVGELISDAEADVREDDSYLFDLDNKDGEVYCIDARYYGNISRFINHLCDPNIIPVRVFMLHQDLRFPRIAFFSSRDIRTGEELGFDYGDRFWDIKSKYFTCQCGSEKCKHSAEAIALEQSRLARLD
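AlphaScreen read-out: biotin-H3K9 peptide (500 nM) methylation by 20 nM enzyme with 20 uM SAM, 2 h at room temperature after 15 min compound preincubation; anti-monomethyl H3K9 antibody plus donor/acceptor beads, 10 min dark.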
BLM inh: qHTS Assay for Inhibitors of Bloom's syndrome helicase (BLM); RecQ-like DNA helicase BLM (Homo sapiens), P54132; recombinant BLM DNA unwinding, fluorescence dequenching; Potency, µM (highest dose often 56.1 µM), inactives show top-dose activity change, negative = inhibition, most hits filed as inhibitors; 350,000 tested, 0.2% active; AID 2528, 2010;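 also: plate controls were vehicle for no effect and no enzyme for full effect; nearly all actives have a fitted effect of over 35% in size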
HP1b binding inh: HTS for Inhibitors of HP1-beta Chromodomain Interactions with Methylated Histone Tails; Chromobox protein homolog 1 (Homo sapiens), P83916; AlphaScreen HP1-beta / biotin-H3K9me3 peptide binding; Potency, µM (doses to about 114 µM), for inactives: top-dose activity change, negative = inhibition, actives largely listed as inhibitors; 390,000 tested, 0.56% active; also: nearly all actives have a fitted effect of over 70% in size; inactives centre near 23
Target sequence (P83916 whole entry, looked up): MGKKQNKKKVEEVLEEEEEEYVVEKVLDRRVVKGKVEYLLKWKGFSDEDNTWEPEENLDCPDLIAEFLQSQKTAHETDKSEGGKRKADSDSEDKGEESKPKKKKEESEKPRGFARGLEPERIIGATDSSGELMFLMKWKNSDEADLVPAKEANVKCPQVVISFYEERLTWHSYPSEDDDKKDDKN
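HP1-beta protein (50 nM final) preincubated 30 min at room temperature with biotinylated H3(1-18)K9me3 peptide (50 nM) in PBS pH 7.4, 0.01% Tween-20, then compound added for 30 min. AlphaScreen streptavidin donor/nickel chelate acceptor beads (10 ug/mL final), 30 min dark, luminescence read.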
GLS inh: qHTS for Inhibitors of Glutaminase (GLS); GLS enzymatic activity, qHTS titration; Potency, µM (series often up to 45.5 µM), inactives show top-dose activity change, negative = inhibition, usual class: inhibitors; 410,000 tested, 0.21% active; also: % is scaled to controls: 0 for no effect and ±100 for the full control effect
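Glutamate formation by hKGA was monitored fluorometrically using coupled glutamate oxidase, HRP and Amplex Red. Substrate was added as 1 mM L-glutamine solution; incubation was 30 min at RT after an initial read.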
Pin1 inh: qHTS Assay to Find Inhibitors of Pin1; Peptidyl-prolyl cis-trans isomerase NIMA-interacting 1 (Homo sapiens), Q13526; Pin1 FP peptide displacement, HiFluor488, 10 min; Potency, µM (doses to about 115 µM), inactives show at the highest dose activity, negative = inhibition, actives largely listed as inhibitors; 390,000 tested, 0.009% active; active = well fitted inhibition curve with a large enough effect in the polarisation, with a control signal flat, not every such curve was filed as active; inconclusive = small, poorly fitted or top-dose-only effect, or effect the other way, or a change in a side signal; inactive = no such curve, though single readings can be large or run the other way; the % refers to the polarisation; also: % is scaled to controls: 0 for no effect and ±100 for the full control effect
Target sequence (Q13526 whole entry, looked up): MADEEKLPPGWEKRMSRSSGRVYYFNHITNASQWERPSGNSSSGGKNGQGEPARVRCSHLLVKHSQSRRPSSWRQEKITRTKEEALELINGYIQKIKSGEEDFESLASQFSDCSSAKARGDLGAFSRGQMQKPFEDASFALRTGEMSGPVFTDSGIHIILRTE
PGK inhibitor: qHTS Assay to Find Inhibitors of Phosphoglycerate Kinase. PGK/GAPDH coupled, Kinase-Glo luminescence, 60 min. Potency, µM (highest dose often 57.5 µM), inactives show at the top dose activity change, negative = inhibition, most hits filed as inhibitors. 380,000 tested, 0.043% active. Phosphoglycerate kinase, glycosomal (Trypanosoma brucei brucei), P07378; also: % is scaled to controls: 0 for no effect and ±100 for the full control effect; nearly all actives have a fitted effect of over 60% in size
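Recombinant glycosomal PGK reaction used 1,3-bisphosphoglycerate generated in-well by GAPDH (100nM final) in 100mM TEA pH 7.6, 5mM MgCl2, 0.01% Tween-20. After 60 minutes at room temperature, ATP was read by Kinase-Glo Plus luminescence end-point.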
BAZ2B block: qHTS Assay for Inhibitors of BAZ2B | Potency, µM (highest dose often 114 µM), for the others: at the highest dose activity change, negative = inhibition, most hits filed as inhibitors | Bromodomain adjacent to zinc finger domain protein 2B (Homo sapiens), Q9UIF8 | 360,000 tested, 4.4% active | AlphaScreen BAZ2B-H3K14Ac peptide displacement; also: % is scaled to controls: 0 for no effect and ±100 for the full control effect; nearly all actives have a fitted effect of over 60% in size
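Compounds, titrated to a top concentration of 110 uM, were incubated 30 min at room temperature with preformed BAZ2B/acetyl-K14 H3 peptide complex (50 nM each). Proximity signal was measured by AlphaScreen after 20 min with beads.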
JMJD2A Tudor: qHTS Assay for Inhibitors of JMJD2A-Tudor Domain. 390,000 tested, 4.4% active. AlphaScreen JMJD2A-Tudor / H3K4me3 peptide binding. AID 504339, 2011. Potency, µM (doses to about 114 µM), inactives show at the top dose activity change, negative = inhibition, most hits filed as inhibitors. Lysine-specific demethylase 4A (Homo sapiens), O75164; also: % is scaled to controls: 0 for no effect and ±100 for the full control effect; nearly all actives have a fitted effect of over 50% in size
Active calls of the source: *; i = inactive; ? = inconclusive; · = no result given; & = joins results of further samples; [ ] = remark or other dose. Unless noted, calls follow the shape of the dose curve; as a rule, active = well fitted curve in the direction sought with a large enough effect; inconclusive = small, poorly fitted or top-dose-only effect, or another doubt; inactive = no such curve, though single readings can be large; an effect the other way counts as inactive or inconclusive. Potency is read from the fitted curve at half-maximal effect. Not all compounds are listed; the hit share may differ from the screen's.

1. COCCCNC(=O)Cc1coc2ccc3ccccc3c12
2. COc1cccc(NC(=O)c2cc(-c3ccco3)nc3ccccc23)c1
3. CCC(Oc1ccccc1)C(=O)Nc1cc(Cl)ccc1-n1cncn1 (stereo unspecified)
4. Cc1cccc(N(C)Cc2nnc(-c3cccc(Br)c3)o2)c1
5. Cc1ccc(CNC(=O)CS(=O)Cc2nc(-c3ccccc3F)oc2C)cc1 (stereo unspecified)
6. CCOC(=O)c1ccc(NC(=O)CSc2nc(-c3cccs3)cc(C(F)(F)F)c2C#N)cc1
screen / no.,1,2,3,4,5,6
POLI inh,96%[activator],?,-1%,52%[activator],52%[activator],42%&13%[activator]
G9a inh,-32%,·,-26%,30%,?,0%[59 µM]
BLM inh,-8%,·,·,-11%,-1%,-2%
HP1b binding inh,4%,-21%,33%,70%[activator],-6%,43%[activator]
GLS inh,-9%,0%,-1%,16%,-3%,7%
Pin1 inh,5%,41%[activator],5%,?,-2%,?
PGK inhibitor,-5%,-9%,-8%,4%,2%,i
BAZ2B block,-33%,·,-1%,16%,-15%,-21%
JMJD2A Tudor,-23%,?,-3%,45%[activator],?,0%

7. CCOC(=O)N1CCN(Cc2nc3cc(NC(=O)c4cccs4)ccc3n2C)CC1
8. COCCSc1ccccc1C(=O)Nc1nnc(COC)s1
9. Cc1ccc(C(=O)Nc2cccc(N(C)S(C)(=O)=O)c2)cc1S(=O)(=O)Nc1ccccc1
10. Cc1ccc(S(=O)(=O)N(C)c2ccc(C(=O)N3CCc4ccccc4C3)cc2)cc1
11. N/C(=N\c1nc(CSc2ccc(Cl)cc2)cc(=O)[nH]1)Nc1cccc2ccccc12
12. Cc1ccc(/C=C/c2onc(C)c2S(=O)(=O)N2CCC(C(=O)N(CCC(C)C)Cc3ccco3)CC2)cc1
screen / no.,7,8,9,10,11,12
POLI inh,22%,1%,-4%,36%[activator],10%,-4%
G9a inh,30%,?,-8%,·,16%,-2%[59 µM]
BLM inh,-3%,0%,-6%,-10%,-4%,-6%
HP1b binding inh,29%,-17%,32%,23%,28%,25%[57 µM]
GLS inh,-11%,-3%,14%,9%,-10%,3%
Pin1 inh,6%,1%,23%,3%,-5%,0%
PGK inhibitor,i,-4%,-2%,-8%,-1%,-6%
BAZ2B block,3%,-9%,-24%,?,4%,1%
JMJD2A Tudor,4%,-27%,-18%,-27%,-3%,-5%

Single records, as listed above. Order of values: POLI inh | G9a inh | BLM inh | HP1b binding inh | GLS inh | Pin1 inh | PGK inhibitor | BAZ2B block | JMJD2A Tudor
Cc1ccc(C(=O)Nc2cccc(N(C)S(C)(=O)=O)c2)cc1S(=O)(=O)Nc1ccccc1 as listed: -4% | -8% | -6% | 32% | 14% | 23% | -2% | -24% | -18%
Cc1ccc(/C=C/c2onc(C)c2S(=O)(=O)N2CCC(C(=O)N(CCC(C)C)Cc3ccco3)CC2)cc1 as listed: -4% | -2%[59 µM] | -6% | 25%[57 µM] | 3% | 0% | -6% | 1% | -5%
CCOC(=O)N1CCN(Cc2nc3cc(NC(=O)c4cccs4)ccc3n2C)CC1 as listed: 22% | 30% | -3% | 29% | -11% | 6% | i | 3% | 4%
COCCSc1ccccc1C(=O)Nc1nnc(COC)s1 as listed: 1% | ? | 0% | -17% | -3% | 1% | -4% | -9% | -27%
N/C(=N\c1nc(CSc2ccc(Cl)cc2)cc(=O)[nH]1)Nc1cccc2ccccc12 as listed: 10% | 16% | -4% | 28% | -10% | -5% | -1% | 4% | -3%

Other results
13. COc1cc(/C=N/NC(=O)C(Cc2c[nH]c3ccccc23)NC(=O)OCC(C)C)cc([N+](=O)[O-])c1OCc1ccccc1 (stereo unspecified)
14. COc1ccccc1C(=O)COC(=O)c1nc(Cl)ccc1Cl
15. Cc1cccc2cc(C3CC(c4ccco4)=NN3S(=O)(=O)c3ccccc3)c(Cl)nc12 (stereo unspecified)
16. O=C(NC(Cc1ccccc1)C(=O)O)c1ccccc1 (stereo unspecified)
17. COC(=O)Cn1c(C(=O)N2CCCC2)cc2c1C[C@H]1CN(C(=O)c3ccccc3)[C@@](Cc3ccc(F)cc3)(C(=O)OC)[C@@H]21
18. Cc1cccc(NC(=O)Nc2cccnc2)c1C
screen / no.,13,14,15,16,17,18
POLI inh,-1%,14%,7%,-17%,0%,7%
G9a inh,?,18%[0.501 µM],-26%[59 µM],-3%[59 µM],-47%,?
BLM inh,-12%,·,-6%,8%,-5%&-5%,3%
HP1b binding inh,27%,26%,-2%,22%,28%,29%
GLS inh,-1%,14%,0%,-3%,0%,-4%
Pin1 inh,-8%,0%,33%[activator],-7%,6%,-11%
PGK inhibitor,2%,19%,0%,-8%,0%,-2%
BAZ2B block,-37%,-1%,-35%,-26%,-36%,1%
JMJD2A Tudor,-17%,-3%,?,8%,-21%,-5%

19. O=C(CCc1n[nH]c(=O)[nH]c1=O)N/N=C/c1ccco1
20. COc1cc(/C=N/NC(=O)C(N)=O)ccc1OC(=O)c1cccs1
21. COCCn1c(N)c(C(=O)Nc2sc3c(c2C(=O)OC)CCCC3)c2nc3ccccc3nc21
22. COc1cccc(C2Nc3c(F)cc(Br)cc3C3C=CCC32)c1OC (stereo unspecified)
23. Nc1nc(-c2ccc3c(c2)CCO3)cs1
24. COC(=O)CSc1nnc(-c2ccccc2OC)o1
screen / no.,19,20,21,22,23,24
POLI inh,25µM*,17%,17%,4%,40%[activator],25%
G9a inh,?,29%,-6%[12.7 µM],-2%,?,-2%[12.7 µM]
BLM inh,-15%,-4%,-3%,-3%,-7%,0%
HP1b binding inh,19%,48%[activator],13%,59%[activator],7%,27%
GLS inh,-6%,-1%,4%,-2%,-11%,1%
Pin1 inh,1%,-9%,5%,13%,2%,-3%
PGK inhibitor,?,-11%,0%,9%,1%,-2%
BAZ2B block,50µM*,-7%,-23%,8%,-29%,10%
JMJD2A Tudor,-31%,-12%,-22%,8%,-21%,-10%

25. CC(C)C(NC(=O)c1ccc2c(c1)OCO2)C(=O)N/N=C/c1cccs1 (stereo unspecified)
26. c1ccc2cc(CCO[C@H]3CCCCO3)ncc2c1
27. Cc1ccc(C)c(C(=O)N2CCC(c3nc4c(nnn4Cc4ccccc4)c(=O)[nH]3)CC2)c1
28. Cc1cc(C)n(CC(=O)O)c(=O)c1[N+](=O)[O-]
29. Cc1ccnc(NS(=O)(=O)c2ccc(NC(=O)C(C)(C)Oc3ccc(Cl)cc3)cc2)n1
30. COc1ccc(CN2C(=O)c3ccccc3C2=O)cc1C(=O)N(C)CC(=O)Nc1c(C)cccc1C
screen / no.,25,26,27,28,29,30
POLI inh,-42%,1%,20%,120%[activator],-5%,-2%
G9a inh,-2%[59 µM],·,-3%[59 µM],45µM*,?,5%[12.7 µM]
BLM inh,-10%,·,-1%,0%,-1%,·
HP1b binding inh,-27%,18%,48%[activator],15%,28%,35%
GLS inh,-8%,-10%,8%,14%,6%,-7%
Pin1 inh,6%,2%,2%,3%,2%,3%
PGK inhibitor,i,-3%,·,6%,-24%,-4%
BAZ2B block,-26%,·,0%,-17%,-4%,-6%
JMJD2A Tudor,-7%[57.1 µM],-8%,-14%,-8%,-13%,2%

31. CCOC(=O)C1CCCN(C(=O)c2sc3nc(-c4ccccc4)cn3c2C)C1 (stereo unspecified)
32. CCOc1ccc(N(Cc2cc3ccc(C)cc3[nH]c2=O)S(=O)(=O)c2ccccc2)cc1
33. COc1c(Cl)cc(C(=O)NCc2ccco2)cc1Cl
34. CC[C@]12c3[nH]c4cc(CCC(=O)N(C)C)ccc4c3CCN1C(=O)[C@@H](CC(=O)NCCC1=CCCCC1)C[C@@H]2C(=O)N1CCN(C(=O)c2ccco2)CC1
35. Cc1ccccc1NS(=O)(=O)c1ccc(C(=O)NCC(c2ccccc2)N(C)C)cc1 (stereo unspecified)
36. Cc1nc(SCC(=O)NCC2CCCO2)c2c3c(sc2n1)CCCC3 (stereo unspecified)
screen / no.,31,32,33,34,35,36
POLI inh,0%,-14%,13%,40%[activator],12%,32%[activator]
G9a inh,?,16%,·,·,?,?
BLM inh,-1%,-9%,0%,·,0%,-2%
HP1b binding inh,23%,27%,6%,11%,39%[activator],15%
GLS inh,1%,0%,-4%,4%,-2%,-9%
Pin1 inh,?,6%,-14%,-2%,3%,-3%
PGK inhibitor,2%,1%,-7%,-9%,-2%,i
BAZ2B block,-2%,?,-14%,·,-20%,-21%
JMJD2A Tudor,-21%,-28%,-31%,-35%,-14%,-11%

37. O=C(Cn1c(O)c(/C=C2\C=Nc3ccc(Br)cc32)sc1=O)N1CCCC1
38. CCCOCn1cc(F)c(=O)[nH]c1=O
39. COc1c(C)cc(C(=O)C2CCCN(S(=O)(=O)N(C)C)C2)cc1C (stereo unspecified)
40. Cc1ccc(/C=C(\NC(=O)c2ccccc2)C(=O)OCc2ccccc2)cc1
screen / no.,37,38,39,40
POLI inh,?,142%[activator],88%[activator],2%
G9a inh,?,-2%,0%[0.501 µM],22%[59 µM]
BLM inh,-5%,-4%,0%,-8%
HP1b binding inh,36%[activator],41%[activator],56%[activator],16%
GLS inh,7%,-4%,6%,3%
Pin1 inh,1%,-3%,-1%,14%
PGK inhibitor,3%,-3%,-1%,-9%
BAZ2B block,?,4%,-12%,1%
JMJD2A Tudor,-26%[57.1 µM],14%,-1%,-1%
